High-throughput results: PubChem BioAssay, The Scripps Research Institute Molecular Screening Center
MITF primary = human MITF inhibition, primary screen. AlphaScreen MITF homodimerization, bead proximity signal. inhibition, % at 2.6 µM. 0.91% of 650,000 active; in the data active = inhibition above about 50%;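 also: 0% = vehicle wells with protein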
TEAD-YAP inh = TEAD-YAP interaction inhibition; HEK-TIYL cells, TEAD-Gal4/YAP UAS-luciferase luminescence; inhibition, % at 9.12 µM; 1.4% of 640,000 active; AID 1259422; in the data active = inhibition above about 32%;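 also: 0% = median of test compound wells and 100% = reference inhibitor wells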
GPR151 activ = activates the human receptor GPR151; Q8TDV0; PathHunter beta-arrestin GPR151 cells, luminescence; activation, % at 11.2 µM; 1% of 650,000 active; in the data active = activation above about 4.9%;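 also: 0% = median of compound wells and 100% = cells with positive control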
FBW7 act = human FBW7 E3 ligase activation, primary screen; Q969H0; AlphaScreen FBW7–phospho-cyclin E peptide binding, activator screen; normalized activity (activation), % at 26.1 µM; 0.13% of 650,000 active; in the data active = normalized activity above about 1.9%;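 also: purified mutant Fbw7 with reduced substrate affinity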
Target sequence (Q969H0 whole entry, looked up): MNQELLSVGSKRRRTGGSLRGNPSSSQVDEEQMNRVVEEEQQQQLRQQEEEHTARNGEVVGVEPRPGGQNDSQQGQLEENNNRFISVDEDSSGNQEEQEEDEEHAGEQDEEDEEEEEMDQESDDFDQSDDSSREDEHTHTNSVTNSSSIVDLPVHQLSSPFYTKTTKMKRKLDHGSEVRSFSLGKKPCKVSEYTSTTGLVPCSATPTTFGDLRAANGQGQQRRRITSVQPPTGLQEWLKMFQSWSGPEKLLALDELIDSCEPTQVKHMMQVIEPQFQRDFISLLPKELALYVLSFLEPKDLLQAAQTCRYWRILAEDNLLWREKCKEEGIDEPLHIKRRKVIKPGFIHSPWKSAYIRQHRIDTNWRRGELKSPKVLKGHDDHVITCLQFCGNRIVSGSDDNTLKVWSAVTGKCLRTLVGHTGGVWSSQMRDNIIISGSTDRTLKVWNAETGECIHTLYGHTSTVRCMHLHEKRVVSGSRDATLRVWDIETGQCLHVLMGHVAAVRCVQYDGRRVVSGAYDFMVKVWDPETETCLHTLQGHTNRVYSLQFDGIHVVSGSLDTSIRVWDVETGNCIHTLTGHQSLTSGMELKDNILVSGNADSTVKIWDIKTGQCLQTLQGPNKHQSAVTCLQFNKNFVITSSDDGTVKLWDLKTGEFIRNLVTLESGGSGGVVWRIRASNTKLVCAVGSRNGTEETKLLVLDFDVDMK
Active calls of the source: *.

smiles	MITF primary	TEAD-YAP inh	GPR151 activ	FBW7 act
Cc1ccc(NC(=O)c2ccccc2-c2nc3ccccc3[nH]2)cc1C	2	0	0.8	0.0
CCN(CC)c1nc(NCCN(C(C)C)C(C)C)nc(Nc2ccccc2)n1	13	-4	1.2	0.0
CCOCCC(=O)Nc1cc(C)ccn1	-9	3	-0.7	-0.1
CCN(Cc1ccccc1)C(=O)c1c[nH]c2ccc(S(=O)(=O)N(CC)c3cccc(C)c3)cc2c1=O	5	12	-0.2	0.4
Cc1cc(I)ccc1NC(=O)c1ccccc1[N+](=O)[O-]	-1	1	3.9	0.0
Cc1ccc(C(=O)N2C3C=CC(C3)C2(C(F)(F)F)C(F)(F)F)cc1 (stereo not given)	8	2	1.6	0.0
COc1cc(Cl)c(/C=c2\sc3nc4ccccc4n3c2=O)cc1OC	-6	1	0.6	0.1
O=C(O)c1cc2c3c(c1)C(c1ccccc1)(c1ccccc1)CCN3CCC2(c1ccccc1)c1ccccc1	2	-2	0.1	0.0
O=C(CCS(=O)(=O)c1ccccc1)Nc1nc(-c2ccc(Cl)s2)cs1	6	3	0.4	-0.1
COc1cc(NC(=O)C2C3C=CC(C3)C2C(=O)O)ccc1NC(=O)c1ccccc1 (stereo not given)	7	-12	2.9	-0.2
O=C(NCCN1CCOCC1)c1ccccc1[N+](=O)[O-]	2	0	-0.4	-0.1
O=C(NCCN1CCOCC1)c1c[nH]c2ccc(S(=O)(=O)N3CCc4ccccc43)cc2c1=O	9	11	0.5	-0.2
CCCn1c2c(c(O)c(C(=O)Nc3ccccc3F)c1=O)CCCC2	9	-9	1.5	-0.1
COc1ccc(-n2c(/C=C/c3ccccc3F)nc3cc(OC)c(OC)cc3c2=O)cc1Cl	4	-8	-1.0	-0.1
Cc1cc(C(=O)CN2CCCCC2)c(C)n1-c1ccc(F)cc1	4	-37	-0.6	-0.1

Record cards, as listed above:
COc1cc(NC(=O)C2C3C=CC(C3)C2C(=O)O)ccc1NC(=O)c1ccccc1 (stereo not given) in the list: MITF primary = 7; TEAD-YAP inh = -12; GPR151 activ = 2.9; FBW7 act = -0.2
Cc1ccc(NC(=O)c2ccccc2-c2nc3ccccc3[nH]2)cc1C in the list: MITF primary = 2; TEAD-YAP inh = 0; GPR151 activ = 0.8; FBW7 act = 0.0

More compounds.
smiles	MITF primary	TEAD-YAP inh	GPR151 activ	FBW7 act
Cc1ccc(/C=N/Nc2nnc3c4ccccc4n(C)c3n2)o1	8	-3	-0.2	0.1
COc1ccccc1-c1cn(C(C)(C)C)nc1C	4	8	-1.5	-0.2
N#Cc1ccccc1Cn1cc(C(F)(F)F)ccc1=O	-13	-2	0.5	-0.1
Cn1c(=O)c2sccc2n2c(CCC(=O)N3CCN(c4cccc(Cl)c4)CC3)nnc12	-1	2	-0.3	0.6
CCCCN(CC)S(=O)(=O)c1cc(C(=O)Nc2ccc(Cl)c(Cl)c2)ccc1F	0	23	1.5	-0.1
COc1ccc(S(=O)(=O)NC2CCCCC2)cc1	22	-8	-2.4	0.2
CC(=O)Nc1ccc(-c2csc(Nc3ccc([N+](=O)[O-])cc3)n2)cc1	-1	1	-1.0	-0.1
CCOC(=O)c1cnn(-c2nnc(-c3ccc(F)cc3)c3ccccc23)c1N	-7	-3	1.6	0.0
CC(=O)Oc1cccc(N2C(=O)c3cccc([N+](=O)[O-])c3C2=O)c1	-16	2	0.7	-0.1
Cc1cncc(NC(=O)c2cc(C#N)cc(-n3cc(NC(=O)Cc4ccccc4)cn3)c2)c1	-7	5	1.1	-0.1
Cc1cc(NC(=O)CCc2c(C)nc3ncnn3c2C)ccc1Br	-24	-19	0.2	-0.1
CC(C)C[C@@H]1NC(=O)[C@@H]2C[C@H](NC(=O)Nc3ccccc3C(F)(F)F)CN2C1=O	20	6	0.4	0.4
CNC(=O)COc1ccc(C(C)=O)cc1	-16	-5	2.3	-0.1
COC(=O)C1CC(=O)N(CCC(C)C)C12CCN(Cc1ccncc1)CC2 (stereo not given)	9	-3	1.0	0.0
NC(=O)C1CCN(C(=O)c2ccc(Cl)c(S(=O)(=O)NCc3ccco3)c2)CC1	1	-3	-0.7	-0.1

Of the compounds above, these contain a thiophene ring, fused or not:
smiles	MITF primary	TEAD-YAP inh	GPR151 activ	FBW7 act
O=C(CCS(=O)(=O)c1ccccc1)Nc1nc(-c2ccc(Cl)s2)cs1	6	3	0.4	-0.1
Cn1c(=O)c2sccc2n2c(CCC(=O)N3CCN(c4cccc(Cl)c4)CC3)nnc12	-1	2	-0.3	0.6

Next part:
smiles	MITF primary	TEAD-YAP inh	GPR151 activ	FBW7 act
CCOc1cc(/C=c2/sc3n(c2=O)C(N)=C(C#N)C(c2ccc(OC)c(OCC)c2)C=3C#N)ccc1OC (stereo not given)	14	3	0.0	0.1
O=C(Oc1cccc(NC2=NS(=O)(=O)c3ccccc32)c1)c1ccccc1	-7	15	-0.6	0.0
COc1cccc2cc(C(=O)NCCO)c(=O)oc12	10	-8	-0.5	0.1
O=C(c1cccnc1)N1CCc2c(nc(N3CCCC3)[nH]c2=O)C1	25	1	-1.0	0.3
CCOC(=O)c1c(NC(=O)c2ccc(C)c([N+](=O)[O-])c2)sc(C(=O)OC)c1C	0	7	1.3	0.1
CCCCNc1c(NC(C)=O)c(=O)oc2ccccc12	13	1	1.0	0.1
COc1ccc(/C(O)=C2/C(=O)C(=O)N(CCC(=O)O)C2c2cccnc2)cc1 (stereo not given)	-6	0	-0.5	0.0
CCCCNC(=O)Cn1nc(C)c([N+](=O)[O-])c1C	6	2	-0.5	0.0
CCOC(=O)c1oc2ccccc2c1NC(=O)c1cc(OC)cc(OC)c1	16	3	0.4	0.1
COC(=O)c1ccc(OCC(=O)c2ccc(C)c(C)c2)cc1	-5	-45	1.0	0.1
COc1cc2c(cc1OC)C(c1ccccc1)N(C(=O)COC(=O)c1ccncc1)CC2 (stereo not given)	-1	-8	1.0	-0.3
C/C(=N\NC(=O)c1cccnc1)c1ccccc1O	28	13	-1.9	0.1
COc1ccc(/C=C2\N=C(c3ccc4ccccc4c3)OC2=O)cc1OC(C)=O	-4	-5	-0.1	-0.1
CC(C)(C)c1ccc(OCC(=O)NNC(=O)Cc2cccs2)cc1	13	9	-0.3	-0.1
CC(=O)C1=NN(c2ccccc2)C(c2ccccc2OCc2ccc(Cl)cc2)N1c1ccc(Cl)cc1 (stereo not given)	-26	1	-1.9	0.3
COC(=O)C(O)(c1ccc(O)c2ccccc12)C(F)(F)F (stereo not given)	-3	-10	1.2	-0.1
Cc1ccnc(N2C(=O)C3CC=CCC3C2=O)c1 (stereo not given)	5	-4	1.3	0.0
CC(C)(C)NC(=O)c1cccc(Cn2cc(C(F)(F)F)ccc2=O)c1	5	-4	2.0	-0.1
Cc1ccc(C(=O)NCc2nc(-c3ccc(Cl)cc3)no2)cc1	-4	-4	-1.0	0.1
O=C1CC(=O)Nc2cc(S(=O)(=O)Nc3cccc(F)c3)ccc2N1	-2	10	-0.2	0.0
Cn1c(=O)oc2cc(S(=O)(=O)NCc3ccc(F)cc3)ccc21	5	-2	1.0	0.1
CN(C)c1ncc(CN2CCC(CO)(CCCc3ccccc3)CC2)s1	-1	8	-1.6	0.0
C=COCCNC(=O)Nc1ccc(F)cc1	3	6	1.9	-0.1
Cc1ccc(NC(=O)N2CCC(C(=O)NCc3ccccc3)CC2)cc1	9	7	-0.4	0.2
O=C(NCCC1=CCCCC1)c1ccc(-n2nnc3ccccc3c2=O)cc1	11	-4	-1.7	0.5
CC(C)Oc1ccc(CN2CCC(n3nccc3NC(=O)C3CCCC3)CC2)cc1	-16	19	1.0	0.1
CC(=O)Oc1ccc(N(C(C)=O)S(=O)(=O)c2ccccc2)cc1Cl	-11	0	-0.8	0.0
O=C(NCCc1ccsc1)c1ccc(-n2cccc2)cc1	10	-70	2.4	-0.2
Oc1ccc(/C=N/Nc2nnc3c(n2)[nH]c2ccccc23)c(O)c1	19	56*	0.2	-0.5
COc1ccc(NS(=O)(=O)c2cccc(C(=O)NNC(=O)C(C)NC(N)=O)c2)cc1 (stereo not given)	-9	-2	0.0	0.0

Part of the list above, reduced to MITF primary, TEAD-YAP inh and FBW7 act:
SMILES,MITF primary,TEAD-YAP inh,FBW7 act
CC(=O)Oc1ccc(N(C(C)=O)S(=O)(=O)c2ccccc2)cc1Cl,-11,0,0.0
CC(C)(C)NC(=O)c1cccc(Cn2cc(C(F)(F)F)ccc2=O)c1,5,-4,-0.1
CC(C)Oc1ccc(CN2CCC(n3nccc3NC(=O)C3CCCC3)CC2)cc1,-16,19,0.1

Going on with the list.
smiles	MITF primary	TEAD-YAP inh	GPR151 activ	FBW7 act
O=C(CSc1ncnc2sc3c(c12)CCC3)Nc1ccc2c(c1)OCCO2	0	-1	-0.3	-0.1
CCOC(=O)c1sc(=NC(=O)/C=C/c2ccc([N+](=O)[O-])s2)n(C)c1C	0	0	0.2	0.5
CCOC(=O)c1sc(NC(=O)CN2CCCCC2C)c(C(=O)OCC)c1C (stereo not given)	24	0	-1.4	0.0
O=C(COc1ccc(Cl)cc1)Nc1nc(-c2ccc(Oc3ccccc3)cc2)cs1	9	-1	0.5	0.1
C#CCSc1nncn1C(=O)/C=C/c1ccc(OC)c(OC)c1	-3	3	0.3	0.0
CCN(CC)CCN(Cc1cc2cc3c(cc2[nH]c1=O)OCO3)C(=O)Nc1ccccc1	7	7	2.2	0.2
Cc1cc(C(=O)NCC23CC4CC(CC(C4)C2)C3)c(C)o1	-3	-10	0.4	-0.2
C=CCn1c(=O)c2ccccc2n2c(SCC(=O)NCc3cccs3)nnc12	21	4	-0.3	0.2
Cc1nn(C(C)C(=O)N2CCCC2)c(=O)c2cc3occc3n12 (stereo not given)	10	9	-2.0	0.2
COCCn1c(=NC(C)=O)sc2cc(C)ccc21	-5	-11	1.2	0.0
O=S1(=O)N=C(Nc2nc(-c3ccc(Cl)cc3)cs2)c2ccccc21	5	-26	-0.3	-0.1
NC(=O)NC(=O)COC(=O)c1ccc(S(=O)(=O)C(F)F)cc1	-7	-1	0.5	0.0
CC(C)(C)n1nc2c(c1NC(=O)c1ccc([N+](=O)[O-])cc1)CSC2	5	9	-0.5	0.1
CCN(CC)c1ccc(NC(=O)CN2CCN(S(=O)(=O)c3ccc(OC)cc3)CC2)cc1	3	14	-1.4	-0.2
COc1ccc(NC(C)C(=O)N/N=C/c2ccc(O)c(OC)c2)cc1 (stereo not given)	4	-4	-0.9	-0.1
C=CCn1c(SCc2ccc(Br)cc2)nc2sc3c(c2c1=O)CCCC3	-5	-4	0.3	0.1
COc1ccc(C(=O)Oc2ccc(NC(=O)Cc3nn(C)c(=O)c4ccccc34)cc2)cc1	-7	-4	-0.2	-0.1
Cc1noc(C)c1C(=O)NC1CCCc2ccccc21 (stereo not given)	-2	2	2.3	-0.2
Cc1ccc2nc(-c3ccc(NC(=O)c4cc5ccccc5o4)cc3)sc2c1	-3	3	-1.4	-0.1
C=CCOC(=O)CC(NC(=O)c1ccccc1)c1ccccc1 (stereo not given)	8	2	-0.7	0.0
N#Cc1ccc(Oc2ccc(N3C(=O)c4c(Cl)c(Cl)c(Cl)c(Cl)c4C3=O)cc2)cc1	2	-5	-1.1	0.4
CC(=O)CSc1ncnc2scc(-c3ccc(F)cc3)c12	-3	-20	-0.4	-0.1
O=C(OC(C(=O)NCc1ccco1)c1ccccn1)C1=Cc2ccccc2OC1 (stereo not given)	28	-1	1.2	0.1
O=C(O)c1cc(-c2ccccc2)nc2n[nH]c(-c3ccc([N+](=O)[O-])cc3)c12	12	1	0.2	0.1
CC1(C2CCN(CCc3ccccc3)CC2)NC(=O)N(Cc2ccsc2)C1=O (stereo not given)	6	2	1.5	0.6
CCOC(=O)C1=C(C)OC(N)=C(C#N)C1c1ccc(Cl)c(Cl)c1 (stereo not given)	4	1	0.2	-0.1
Cc1cccc(-n2nc3c(c2NC(=O)c2ccc(Br)cc2)CS(=O)(=O)C3)c1C	2	7	0.6	-0.1
CC1CN(C(=O)C2CCCCN2S(=O)(=O)c2ccccc2[N+](=O)[O-])CC(C)O1 (stereo not given)	14	1	0.2	0.2
COc1ccc(CNC(=O)C2CC3CCC(C2)C32SCCS2)cc1 (stereo not given)	1	-4	-1.7	-0.1
Cn1c(=O)n(CCc2ccccc2)c(=O)c2c1nc1n2CCCN1Cc1ccco1	-2	-2	0.0	-0.4
O=C(NCC(c1cccnc1)N1CCc2ccccc2C1)c1c(F)cccc1Cl (stereo not given)	15	10	-2.2	0.2
COc1ccc(Br)cc1/C=N/NC(=O)C(=O)N1CCCC1	18	12	1.8	0.2
COc1cccc(/C=N/NC(=O)COc2ccc3ccccc3c2)c1	3	-6	1.2	0.0
COc1nn(C)cc1C(=O)N1CCC(C(=O)N2CCCCCC2)CC1	-7	10	1.7	0.0
CCCCn1c(SC)nc2sc3c(c2c1=O)CCC3	-3	-2	0.9	-0.1
CCOc1ccc(Br)cc1/C=C(\C#N)C(=O)Nc1ccc(O)cc1	14	9	0.6	0.1
O=S(=O)(c1cccc(-c2nc3n(n2)Cc2ccccc2-3)c1)N1CCCC1	12	-5	-0.3	0.1
O=C1NS(=O)(=O)c2cc([N+](=O)[O-])ccc21	5	8	0.1	-0.1
COc1ccc([N+](=O)[O-])c(C=C(C#N)C#N)c1OC	-12	4	2.6	-0.2
Cc1ccccc1Nc1nc(N)nc(COC(=O)/C=C/c2cccc([N+](=O)[O-])c2)n1	15	9	0.3	0.3
COc1cccc(CCC(=O)N2CCCC(N3CCC(CO)CC3)C2)c1 (stereo not given)	12	10	8.1*	0.0
COCCCNC(=O)C(=O)Nc1ccc(Cl)cc1C	11	-13	-1.3	0.4
